# Screening results as filed in PubChem.
# ARNT TACC3 PPI: disruptors of ARNT/TACC3 protein interaction, primary screen, biochemical, AlphaScreen, single concentration; 390,000 compounds, 0.66% hits; AlphaScreen His-ARNT PAS-B/GST-TACC3 binding, luminescence; TACC3 fragment carries E629A point mutation; AID 623870, 2012; inhibition, % at 9.99 µM;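 active means mean inhibition of replicates at least 50% and at least half of replicates each reaching 50%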;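 further: 0% = complete ARNT plus TACC3 wells and 100% = ARNT alone without TACC3; many hits fall short of the cut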
# PAX8 reporter: inhibitors of PAX8-driven TPO luciferase reporter, primary screen, RMG-I cells, single concentration; SteadyGlo, 24 h; inhibition, % at 12.6 µM; 360,000 compounds, 1.2% hits; AID 652154, 2013;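 active means mean replicate inhibition at least 60% with every replicate also reaching 60%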;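 further: luciferase light reporting Pax8 driven TPO promoter activity; plate controls were median of neutral control wells for no effect and mitoxantrone controls for full effect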
# * = called active by the depositor. These rows are one share of the data; rates above refer to the full screens.
SMILES,ARNT TACC3 PPI,PAX8 reporter
COc1ccc(C(=O)c2oc3nc(C)cc(C)c3c2N)cc1,-6,-30
NC(=O)c1c(C(F)(F)F)cc(-c2ccccc2)nc1NCCO,-4,0
Cc1ccc(-n2nnnc2-c2cnn(-c3ccc(F)cc3)c2C(F)(F)F)cc1,-3,17
CN(C(=O)c1ccccn1)C1(C(=O)NC2CCCCC2)CCCCC1,0,-9
O=C(Cn1ncc2c3ccccc3n(Cc3ccc(F)cc3)c2c1=O)N1CCN(c2ncccn2)CC1,2,4
COCCCN(C(=O)c1cccnc1SC)c1c(N)n(Cc2ccccc2)c(=O)[nH]c1=O,-2,6
O=C(c1cccc(S(=O)(=O)N2CCOCC2)c1)N1CCCC1,-6,-9
O=C(N/N=C/c1ccccn1)c1ccc(Br)o1,69*,-15
Cc1c(NS(=O)(=O)CC23CCC(CC2=O)C3(C)C)c(=O)n(-c2ccccc2)n1C (stereo unspecified),-6,23
COc1ccc(C2C(C(=O)NCc3ccccn3)c3ccccc3C(=O)N2C)cc1OC (stereo unspecified),-6,11
CCOC(=O)N1CCN(C(=O)CCSc2ccc(Cl)cc2)CC1,-3,-25
Cc1ccc(-c2nc(C)sc2CC(=O)O)cc1,-3,-36
Cn1c(=O)c2c(ncn2CC(=O)Nc2nc(-c3ccccc3Cl)cs2)n(C)c1=O,-11,6
O=C(Cc1cccs1)Nc1nnc(CCc2ccccc2)s1,0,-3
COc1ccc(OC)c(C2N(c3ccccn3)C(=O)C3CCCN32)c1 (stereo unspecified),-1,-5
Cc1ccc(S(=O)(=O)N2CCC(=O)N2)cc1,-2,5
O=C(c1cc2ccccc2oc1=O)N(Cc1ccccc1)C1CCS(=O)(=O)C1 (stereo unspecified),1,-50
COc1ccc(C2C(C(=O)N3CCCCC3)CC(=O)N2c2ccc(OC)cc2)cc1 (stereo unspecified),6,-11
CC(=O)OC1COC(n2ccc3ccccc32)C(OC(C)=O)C1OC(C)=O (stereo unspecified),-3,22
COc1cc(C(=O)Nc2nnc(CC(=O)N3CCOCC3)s2)cc(OC)c1OC,12,-4
COc1ccc2c(=O)c3c(=O)n(Cc4ccco4)c(C(C)C)nc3oc2c1,-2,0
COCCOc1nc2ccccc2nc1C,-6,11
CN1CC2([N+](=O)[O-])CC=C(Oc3ccccc3)C([N+](=O)[O-])(C1)C2 (stereo unspecified),-4,8
O=C(c1ccco1)N1CCN(c2ncnc3sc4c(c23)CCC4)CC1,37,3
CCOC(=O)NC1CCS(=O)(=O)C1 (stereo unspecified),-3,16
CCOC(=O)CCC(=O)Nc1ccccc1C(N)=O,12,20
CCc1ccc(NC(=O)c2noc3c2CCc2ccccc2-3)cc1,-3,-86
COc1cc(NC(=O)C(C)Oc2ccccc2)cc(OC)c1 (stereo unspecified),-4,2
Nc1nnnn1/N=C/c1cccc(OCc2ccccc2Cl)c1,-8,-22
Cc1cc2nnc(SCC(=O)OC(C)C)n2c2ccccc12,2,9
Nc1ccc(C(=O)N/N=C2\CCCc3c2[nH]c2ccccc32)cc1,-1,-17
Cc1ccc(CC2SC(=O)NC2=O)cc1Cl (stereo unspecified),-7,18
O=C(NC1CCN(C(=O)NC2CCCCC2)CC1)c1ccco1,-2,-3
O=C(COC(=O)CC1CC2CCC1C2)NC(=O)NCc1ccco1 (stereo unspecified),12,2
COc1ccc(OC)c(N(CC(=O)NCc2ccccn2)S(C)(=O)=O)c1,28,3
COc1ncnc2c1oc1nc(C(C)C)c3c(c12)CC(C)(C)OC3,-9,-12
Cc1ccc(NC(=O)CSc2nnc(CN3CCOCC3)n2-c2ccccc2)cc1,-5,-2
O=C(NCc1ccco1)c1ccccc1-c1ccc(C(F)(F)F)cc1,-2,3
COc1ccc(C(=O)Nc2ccc(S(=O)(=O)NCc3ccco3)cc2)cc1OC,0,2
O=C1CC(NCc2ccc3c(c2)OCO3)C(=O)N1Cc1ccc2c(c1)OCO2 (stereo unspecified),15,-2
Clc1ccc(OCc2nnc(SCc3nc4ccccc4[nH]3)n2Cc2ccco2)cc1,6,45
COc1cc(OC)c(-c2nn3c(-c4ccco4)nnc3s2)cc1OC,20,25
Cc1cc(C)nc(Nc2nc3ccccc3[nH]2)n1,7,-99
CC1(C)NC(=O)N(CCSc2ccc(Cl)cc2)C1=O,-1,-8
O=S(=O)(NCC1CCCO1)c1ccc(Br)s1 (stereo unspecified),1,6
O=C(O)CC(C(=O)NC1CCCCC1)C1CCCO1 (stereo unspecified),-1,-12
S=C(Nc1ccccc1)Nc1ccc(Cl)cc1Cl,9,6
CN(C(=O)c1cccc(C#N)c1)c1nnc(C2CCOC2)s1 (stereo unspecified),-14,3
COc1ccc(N2CCN(C(=O)c3cc4c(-c5cccc(OC)c5)nn(C)c4s3)CC2)cc1,3,18
CC(C)NC(=O)COC(=O)c1cc(F)c(F)cc1Cl,-1,9
O=C(Nc1cccc(Br)c1)c1ccn[nH]1,2,-108
COC(=O)c1ccc(C(=O)OC)c(NC(=O)COC(=O)CC2CC3CCC2C3)c1 (stereo unspecified),-5,0
COc1ccc(/C=N/NC(=O)c2cccc(Br)c2)cc1Cn1cc(Cl)cn1,-3,29
Cc1ccc(Cl)cc1N1CCN(C(=O)C2(S(=O)(=O)c3ccc(Cl)cc3)CC2)CC1,-7,1
Cc1cc(-c2ccccc2C(=O)O)on1,0,-5
O=c1cc(CSc2nnnn2-c2ccccc2)nc(Nc2ccc(F)cc2)[nH]1,-13,6
COc1ccc(NC(=O)COC(=O)C23CCC(=O)N2c2ccccc2S3)cc1 (stereo unspecified),1,-7
CCn1c(CC(=O)Nc2ccc(C)cc2)nnc1SCC(=O)N1CCN(c2ccccc2)CC1,3,5
Cc1ccc(-n2c(C)cc(C(=O)OCC(=O)N(CC(C)C)C3CCS(=O)(=O)C3)c2C)cc1 (stereo unspecified),0,-2
COc1ccc(-c2nc(-n3c(C)c(C(C)=O)c(C(C)=O)c3C)sc2C)cc1,3,16

# (list continues)
SMILES,ARNT TACC3 PPI,PAX8 reporter
CC(C)(C)n1nnnc1C(c1cccs1)N1CCN(c2ccccc2)CC1 (stereo unspecified),-4,18
O=C(O)CCCCCNS(=O)(=O)c1c(Cl)cccc1Cl,-4,-14
O=C(CSc1nnnn1-c1ccccc1)NC(=O)Nc1ccc2c(c1)OCCO2,-3,-156
CC(C)C(=O)Nc1cccc(NC(=S)NC(=O)c2ccc([N+](=O)[O-])cc2)c1,3,-11
COC(=O)c1sc2ncccc2c1OCc1ccccc1Cl,4,-11
Cc1cc(C)nc(N(C#N)Cc2cccc3ccccc23)n1,21,18
CCOC(=O)COn1c(=O)c(-c2cc3ccccc3o2)[n+]([O-])c2ccccc21,-4,-137
CN(C)CCCNC(=O)c1cc(Br)ccc1Cl,-6,-16
O=S(=O)(c1ccc(F)cc1)N1CCN(CC(O)COCc2cccs2)CC1 (stereo unspecified),-6,3
CCOC(=O)N1CCN(C(=O)c2cccc(OC)c2O)CC1,-9,-16
CC1(C)CC(=O)C2=C(C1)N(Cc1cccnc1)C(=O)C2(NC(=O)c1cccnc1)C(F)(F)F (stereo unspecified),-1,2
Clc1ccc2nc(CN3CCCCCC3)cn2c1,-10,-4
CCN(CC)CCn1c(-c2ccccc2)nc(=S)c2c1CC(C)(C)OC2,0,-16
COc1ccc(Cc2nnc(N)s2)cc1OC,-5,-10
O=C1c2ccccc2C(=O)N1CCCc1nc(-c2ccccn2)no1,-2,3
COc1ccc(CCN(Cc2cc3cc(C)ccc3[nH]c2=O)C(=O)N2CCCC2)cc1OC,-1,24
CCOc1ncccc1C(=O)OCCN1C(=O)c2ccccc2C1=O,-1,-28
COc1cc(OC)c(C2SCCN2S(=O)(=O)c2ccc(F)cc2)cc1OC (stereo unspecified),-2,-2
O=C(COc1ccccc1)Nc1ccc(S(=O)(=O)NCc2ccco2)cc1,-10,1
Cc1c(C(=O)N2CCOCC2)oc2ccc(S(=O)(=O)N3CCCC3)cc12,3,11
CCSc1nnc(CNc2ccc(F)cc2)n1CC1CCCO1 (stereo unspecified),-7,-15
CCc1nc2ccccc2n1Cc1ccc(OC)c(OC)c1,0,-1
COCn1c(-c2ccc(OC)cc2)nc2ccccc21,1,-116
O=C(NCc1ccccn1)c1cc(S(=O)(=O)N2CCN(c3ccccc3)CC2)ccc1Cl,5,19
O=C(c1cn(-c2ccccc2)nc1-c1ccncc1)N1CCCCC1,0,18
O=C(CSc1nnc(Cc2cccs2)n1-c1ccccc1)NCc1ccc2c(c1)OCO2,-13,-12
COc1ccc2c(c1)CCc1c(C(=O)Nc3c(C)nn(Cc4ccccc4)c3C)noc1-2,1,32
O=C(COC(=O)CCC(=O)c1cccs1)Nc1cccc(S(=O)(=O)N2CCOCC2)c1,-2,6
CN(C1CCCCC1)S(=O)(=O)c1ccc(Cl)c(C(=O)O)c1,0,22
CC(=O)COc1ccccc1OC(=O)c1ccco1,-3,-2

# Five compounds already listed, sorted by the value under ARNT TACC3 PPI, ascending:
structure	ARNT TACC3 PPI
O=C(COc1ccccc1)Nc1ccc(S(=O)(=O)NCc2ccco2)cc1	-10
COc1cc(OC)c(C2SCCN2S(=O)(=O)c2ccc(F)cc2)cc1OC (stereo unspecified)	-2
COc1ccc(CCN(Cc2cc3cc(C)ccc3[nH]c2=O)C(=O)N2CCCC2)cc1OC	-1
O=C(c1cn(-c2ccccc2)nc1-c1ccncc1)N1CCCCC1	0
O=C(NCc1ccccn1)c1cc(S(=O)(=O)N2CCN(c3ccccc3)CC2)ccc1Cl	5

# Other entries follow:
SMILES,ARNT TACC3 PPI,PAX8 reporter
CC(OC(=O)C1=COCCO1)C(=O)Nc1ccc(Oc2ccccc2)cc1 (stereo unspecified),-3,-15
CCOC(=O)N1CCC(N2Cc3cccc(C(=O)Nc4ccc(CC)cc4)c3C2=O)CC1,0,-1
O=c1c2cccnc2[nH]c(=S)n1CCCN1CCN(c2ccccc2F)CC1,-2,1
O=C1CC(c2ccco2)Sc2nc3ccccc3n21 (stereo unspecified),0,-9
CCCNS(=O)(=O)c1ccc2c(c1)CCCN2C(C)=O,-1,6
CCCS(=O)(=O)N1CCN(C(=O)c2ccc(-c3ccccc3)cc2)CC1,-1,7
O=C(Cn1nnc2ccccc21)N1CCCCC1,-8,-10
CCOC(=O)c1ccc(CSc2nnc(N)s2)cc1,-2,-108
c1ccc(-c2csc(Nc3ccc4c(c3)OCCO4)n2)cc1,-3,-127
O=C(c1ccccc1)N1CCN(C(=O)c2ccccc2Br)CC1,-5,3
CSc1ncccc1C(=O)OCc1ccc(C#N)cc1,20,-40
Cc1oc(-c2ccc(Cl)cc2)nc1CSCC(=O)NCCCN1CCOCC1,5,18
Cc1cc(N2CCc3ccccc32)n2ncnc2n1,-1,-4
Cc1nn(Cc2c(Cl)cccc2Cl)c(C)c1NC(=O)c1cnn2c(C(F)F)cc(-c3ccccc3)nc12,-11,-7
Cc1ccc(-n2c(C)cc3c2CC(C)(C)CC3=O)cc1C,4,1
CN(C)c1ccc(NC(=O)Cn2c(=O)n(Cc3ccccc3)c(=O)c3ccccc32)cc1,2,6
CCCc1sc(N)nc1-c1ccc(C)cc1,-24,-12
Cc1ccc(C)c(-n2nnnc2SCC(=O)c2ccc3c(c2)NC(=O)CO3)c1,-7,17
Clc1ccc(Br)cc1-c1nc(-c2ccncc2)no1,3,-52

# Among those listed so far, 14 have an aryl thioether with sulfur outside any ring.
SMILES,ARNT TACC3 PPI,PAX8 reporter
COCCCN(C(=O)c1cccnc1SC)c1c(N)n(Cc2ccccc2)c(=O)[nH]c1=O,-2,6
CCOC(=O)N1CCN(C(=O)CCSc2ccc(Cl)cc2)CC1,-3,-25
Cc1cc2nnc(SCC(=O)OC(C)C)n2c2ccccc12,2,9
Cc1ccc(NC(=O)CSc2nnc(CN3CCOCC3)n2-c2ccccc2)cc1,-5,-2
Clc1ccc(OCc2nnc(SCc3nc4ccccc4[nH]3)n2Cc2ccco2)cc1,6,45
CC1(C)NC(=O)N(CCSc2ccc(Cl)cc2)C1=O,-1,-8
O=c1cc(CSc2nnnn2-c2ccccc2)nc(Nc2ccc(F)cc2)[nH]1,-13,6
CCn1c(CC(=O)Nc2ccc(C)cc2)nnc1SCC(=O)N1CCN(c2ccccc2)CC1,3,5
O=C(CSc1nnnn1-c1ccccc1)NC(=O)Nc1ccc2c(c1)OCCO2,-3,-156
CCSc1nnc(CNc2ccc(F)cc2)n1CC1CCCO1 (stereo unspecified),-7,-15
O=C(CSc1nnc(Cc2cccs2)n1-c1ccccc1)NCc1ccc2c(c1)OCO2,-13,-12
CCOC(=O)c1ccc(CSc2nnc(N)s2)cc1,-2,-108
CSc1ncccc1C(=O)OCc1ccc(C#N)cc1,20,-40
Cc1ccc(C)c(-n2nnnc2SCC(=O)c2ccc3c(c2)NC(=O)CO3)c1,-7,17
